esBAF inh – SWI/SNF esBAF complex inhibition | reporter increase, % at 12.5 µM | AID 602393 | 350,000 compounds, 2% hits | mouse ES cells, Bmi1-luciferase knock-in reporter, 24 h; 100% = twice the neutral-well signal; in the data active means activation above about 40%;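 further: 0% = median of the plate's neutral control wells and 100% = double that signal; a rise in the Bmi1 reporter signal indicates esBAF inhibition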
EWS-Fli inh – EWS/Fli transcriptional activity inhibition; A673 NR0B1-luciferase reporter, viability-normalised; inhibition, % at 12.6 µM; 350,000 compounds, 0.67% hits;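 active means mean inhibition of at least 50% after viability correction, with every replicate also passing that limit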;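 further: firefly luciferase signal divided by Alamar Blue viability fluorescence both relative to DMSO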
Xi reactivation – X-chromosome reactivation activator; XiGFP mouse fibroblasts, % GFP-positive cells imaging, 3 d; cells co-treated with 5-aza-dC sensitizer; scaled so ellipticine positive control = 100%; activation, % at 7.58 µM; 360,000 compounds, 0.055% hits; AID 743238;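 active means mean normalized replicate activation at least 10% and every replicate at or above 10%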;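 further: 0% = median of on-plate neutral control wells and 100% = ellipticine 6 µM median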
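Material: XiGFP fibroblasts, SV40-immortalized. Buffer or medium: DMEM plus 5-aza-dC sensitizer. Compound: single concentration per compound, delivered by pin transfer. Times: 3 days compound exposure. Controls: ellipticine 6 µM.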
FN deposit inh – fibronectin deposition inhibition; AH1F fibroblasts, Alexa488-fibronectin deposition fluorescence, overnight; inhibition, % at 12.6 µM; 350,000 compounds, 0.086% hits; AID 743247;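 active means mean inhibition across replicates of 30% or more, regardless of how many single replicates reach that level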;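 further: positive control wells lacked labelled fibronectin entirely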
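Material – AH1F fibroblast monolayer, labelled fibronectin deposition · Reagent – labelled fibronectin 24 nM · Timing – 1 h adhesion, overnight exposure · Measured by – fluorescence at 485 nm excitation, 525 nm emission · Read-out – inhibition of fibronectin deposition signal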
Active calls of the source: *. An excerpt. The share of hits here may be higher or lower than overall.

`COC(=O)C1CCN(c2nc3ccccc3nc2C(C#N)C(=O)OCC(C)C)CC1` (centres undefined) gave esBAF inh -10 and FN deposit inh -5.
`CCOC(=O)C1C(=O)C=C(/C=C/c2ccccc2)CC1c1ccc(Cl)cc1` (centres undefined) gave esBAF inh -3 and FN deposit inh 5.
`O=C(CSc1nc(-c2ccccc2)cs1)Nc1nccs1` gave esBAF inh -2 and FN deposit inh 5.
COc1ccc(C(=O)Cn2c3ccccc3n3nc(CCC(=O)O)c(=O)nc23)cc1OC was read as esBAF inh -5 and FN deposit inh 8.
COc1ccccc1N1CCN(C(=O)CCc2ccc(S(=O)(=O)NC(C)C)cc2)CC1 was read as esBAF inh -2 and FN deposit inh 5.
CC12CC3CC(C)(C1)CC(C(=O)Nc1nn[nH]n1)(C3)C2 was read as esBAF inh -3 and FN deposit inh -1.
For CSc1nc(C)cc(OCC(=O)n2nc(C)cc2C)n1 the results were esBAF inh 0 and FN deposit inh 17.
Screening Cc1n[nH]c(C)c1CCOc1ccc(C(C)C)cc1 returned esBAF inh 5 and FN deposit inh 0.
`O=C(Nc1ccc(OC(F)F)c(Cl)c1)Nc1ccc2c(c1)OCO2` gave esBAF inh 32 and FN deposit inh -17.
Screening CCCCOc1ccccc1N returned esBAF inh -10 and FN deposit inh -20.

Reprinted from the part before: 3 compounds, then new ones.
Screening Cc1n[nH]c(C)c1CCOc1ccc(C(C)C)cc1 returned esBAF inh 5 and FN deposit inh 0.
`O=C(Nc1ccc(OC(F)F)c(Cl)c1)Nc1ccc2c(c1)OCO2` gave esBAF inh 32 and FN deposit inh -17.
Screening CCCCOc1ccccc1N returned esBAF inh -10 and FN deposit inh -20.
Screening COc1cccc(-c2noc(-c3cccs3)n2)c1 returned esBAF inh 12 and FN deposit inh -6.
`CC(C)C(=O)Nc1ccc(C(=O)NNC(=O)C(c2ccccc2)c2ccccc2)cc1` gave esBAF inh -8 and FN deposit inh 7.
COC(=O)Cn1cnc2c(C#N)c3n(c2c1=O)CCCCC3 was read as esBAF inh -3 and FN deposit inh 3.
For Cc1ccc(-n2nnnc2-c2cnn(-c3cccc(F)c3)c2C(F)(F)F)cc1 the results were esBAF inh -27 and FN deposit inh -6.
`COc1cc2[nH]cc(C(=O)NCc3cccs3)c(=O)c2cc1OC` gave esBAF inh 4 and FN deposit inh 2.
For Cc1c(NC(=O)C(C)c2ccc(CC(C)C)cc2)c(=O)n(-c2ccccc2)n1C (centres undefined) the results were esBAF inh 11 and FN deposit inh -4.
Cc1ccccc1-c1nnc(-c2ccc(Br)cc2)o1 was read as esBAF inh 69* and FN deposit inh 2.
O=C1c2ccccc2C(=O)N1CCCc1nc(-c2cccnc2)no1 was read as esBAF inh 3 and FN deposit inh -9.
For Cc1ccc(CN(C(=O)CNC(=O)c2cccs2)C(C(=O)NCC2CCCO2)c2ccccc2)cc1 (centres undefined) the results were esBAF inh 9 and FN deposit inh -8.
Screening COCCOCCOCCC(=O)NC1CC2CCC1(C)C2(C)C (centres undefined) returned esBAF inh -7 and FN deposit inh 14.

Grouped by structure: the compounds so far containing a cyano group.
`COC(=O)C1CCN(c2nc3ccccc3nc2C(C#N)C(=O)OCC(C)C)CC1` (centres undefined) gave esBAF inh -10 and FN deposit inh -5.
COC(=O)Cn1cnc2c(C#N)c3n(c2c1=O)CCCCC3 was read as esBAF inh -3 and FN deposit inh 3.

Three structures out of the list, sorted by number of heavy atoms, rising:
Cc1ccccc1-c1nnc(-c2ccc(Br)cc2)o1 was read as esBAF inh 69* and FN deposit inh 2.
`COc1cc2[nH]cc(C(=O)NCc3cccs3)c(=O)c2cc1OC` gave esBAF inh 4 and FN deposit inh 2.
For Cc1ccc(CN(C(=O)CNC(=O)c2cccs2)C(C(=O)NCC2CCCO2)c2ccccc2)cc1 (centres undefined) the results were esBAF inh 9 and FN deposit inh -8.

(continued)
For O=C(Nc1ccc(C(F)(F)F)cc1)c1cccnc1N1CCOCC1 the results were esBAF inh -6 and FN deposit inh -4.
CCCS(=O)(=O)N1CCN(C(=O)c2ccccc2F)CC1 was read as esBAF inh -3 and FN deposit inh -3.
For CCCc1nc2c(=O)[nH]c3ccccc3c2o1 the results were esBAF inh 4 and FN deposit inh 2.
CCN1CCN(C(=O)CN(C)S(=O)(=O)c2ccc(OC)cc2)CC1 was read as esBAF inh 8 and FN deposit inh -4.
`COc1cc(OC)c(C(=O)Nc2ccc(S(=O)(=O)Nc3ncccn3)cc2)cc1OC` gave esBAF inh -9 and FN deposit inh 5.
CCCCCn1c(=NC(C)=O)c(C#N)cc2c(=O)n3ccccc3nc21 was read as esBAF inh 6 and FN deposit inh -11.
COc1cc(C)nc(NC(=O)COc2ccc(Cl)cc2C)n1 was read as esBAF inh 12 and FN deposit inh -11.
COc1cc2nc(C3CCC3)n(NC(=O)C3CCC3)c(=O)c2cc1OC was read as esBAF inh -5 and FN deposit inh 1.
Cc1noc(NS(=O)(=O)c2ccc(NC(=O)c3cnc4n(c3=O)CCS4)cc2)c1C was read as esBAF inh -6 and FN deposit inh -1.
For Cc1cc(-c2ccccc2)c2c3c(cn2n1)c(=O)n(C)c(=O)n3C the results were esBAF inh -4 and FN deposit inh 4.
For CCCCCNC(=O)c1cc(S(=O)(=O)N2CCCCC2)ccc1F the results were esBAF inh -3 and FN deposit inh -1.
`Cc1nn(-c2ccc(C(=O)O)cc2)c(=O)c2ccccc12` gave esBAF inh 8 and FN deposit inh 19.
CCCCCCCCOC(=O)c1ccc(N)cc1 was read as esBAF inh 2 and FN deposit inh 2.
For CC(C)(C)Cc1nnc(NS(C)(=O)=O)s1 the results were esBAF inh -10 and FN deposit inh -9.
Screening Cc1ccc(Cn2ccc(NC(=O)c3cc(C)on3)n2)cc1 returned esBAF inh 37 and FN deposit inh -3.
COc1cccc(OC)c1OCCCSc1nc(C)cc(=O)[nH]1 was read as esBAF inh 2 and FN deposit inh 6.
For CCOc1ccc(N(CCC#N)S(=O)(=O)c2ccc(OC)cc2)cc1 the results were esBAF inh -2 and FN deposit inh -2.
Screening Cc1ccc(S(=O)(=O)N2CCN(C(=O)CSC3CCCC3)CC2)c(C)c1 returned esBAF inh 2 and FN deposit inh 3.
For COc1ccc(C(=O)/C=C/c2ccccc2C(F)(F)F)cc1 the results were esBAF inh 14 and FN deposit inh -2.
`CC(NC(=O)c1ccc(CS(=O)(=O)c2cccc(C(F)(F)F)c2)o1)c1ccc2c(c1)OCCO2` (centres undefined) gave esBAF inh -15 and FN deposit inh 5.

Two compounds picked at random from those above, as already listed:
For Cc1c(NC(=O)C(C)c2ccc(CC(C)C)cc2)c(=O)n(-c2ccccc2)n1C (centres undefined) the results were esBAF inh 11 and FN deposit inh -4.
`O=C(CSc1nc(-c2ccccc2)cs1)Nc1nccs1` gave esBAF inh -2 and FN deposit inh 5.

Carrying on:
For COc1ccc(NC(=O)Cn2nnc(C(=O)NCc3ccco3)c2N)c(OC)c1 the results were esBAF inh 7 and FN deposit inh 2.
`CCCCNC(=O)c1c(C)cc(=O)oc1C` gave esBAF inh 2 and FN deposit inh 6.
`Cc1ccccc1NC(=O)CCN1CCN(C/C=C/c2ccccc2)CC1` gave esBAF inh 10 and FN deposit inh -6.
Screening Cc1cccc2cc(CN(Cc3ccc(F)cc3)C(=O)C(F)(F)F)c3nnnn3c12 returned esBAF inh 19 and FN deposit inh -7.
For CCC(C)Nc1c([N+](=O)[O-])cc(C)cc1[N+](=O)[O-] (centres undefined) the results were esBAF inh -3 and FN deposit inh -14.
`OCc1nc2ccccc2n1C/C=C/c1ccccc1` gave esBAF inh 7 and FN deposit inh -3.
`COc1ccc(NC(=O)C23CC4CC(C2)CC(n2cnc(Br)n2)(C4)C3)cc1Cl` gave esBAF inh -6 and FN deposit inh 3.
`O=C(CCN1CCN(c2ccccc2F)CC1)Nc1ccc2c(c1)OCO2` gave esBAF inh -8 and FN deposit inh -6.
For CCCCCn1c(CN2CCN(c3cccc(Cl)c3)CC2)nc2c1c(=O)[nH]c(=O)n2C the results were esBAF inh -6 and FN deposit inh 6.
Screening COc1ccc(C(=O)Nc2ccc(F)cc2F)cc1OC returned esBAF inh 11 and FN deposit inh 5.
`C=C(C)Cn1c(SCC(=O)N/N=C/c2cccc(O)c2)nc2ccccc2c1=O` gave esBAF inh -7 and FN deposit inh -1.
Screening COc1cccc(C(C(=O)NC2CCCC2)N(Cc2ccco2)C(=O)c2ccco2)c1OC (centres undefined) returned esBAF inh 5 and FN deposit inh 4.
Screening Cc1cc(C)c(S(=O)(=O)N(CC(=O)NCc2cccnc2)C2CCCCC2)c(C)c1 returned esBAF inh 9 and FN deposit inh -2.
Screening COc1ccc(NC(=O)C2CCCN(S(=O)(=O)c3ccc(C)cc3)C2)cc1OC (centres undefined) returned esBAF inh 11 and FN deposit inh 1.
Screening O=C(NC1CC2CCCC(C1)N2S(=O)(=O)c1ccccc1)c1ccco1 (centres undefined) returned esBAF inh -5 and FN deposit inh -2.
For CCOC(=O)C(NC(=O)c1ccccc1)(Nc1cc(C)on1)C(F)(F)F (centres undefined) the results were esBAF inh -2 and FN deposit inh -1.
For O=C1NC(c2ccccc2)C(C(=O)c2cccs2)=C1O (centres undefined) the results were esBAF inh 1 and FN deposit inh 3.
`O=C(Nc1nc(-c2ccccc2)cs1)C1CCCN(S(=O)(=O)c2cccc([N+](=O)[O-])c2)C1` (centres undefined) gave esBAF inh 9 and FN deposit inh 2.
`Cc1ccc(C(C)NC(=O)c2c(C)noc2C)cc1C` (centres undefined) gave esBAF inh 0 and FN deposit inh -10.
`CC1(C)C(C=C(Cl)Cl)C1C(=O)N1CCN(c2ccccc2)CC1` (centres undefined) gave esBAF inh -3 and FN deposit inh -3.
For CCOC(=O)c1c(NC(=O)CSc2nnc(-c3cccnc3)o2)sc2c1CCC2 the results were esBAF inh -4 and FN deposit inh -14.
`O=C(O)c1ccc(COc2ccc3c4c(c(=O)oc3c2)CCC4)o1` gave esBAF inh 8 and FN deposit inh -1.
O=[N+]([O-])c1cnccc1Nc1ccccc1 was read as esBAF inh -6 and FN deposit inh 5.
For O=C(Nc1ccccc1F)C1C2C=CC3(O2)C1C(=O)N(c1cccnc1)C3C(=O)NC1CCCCC1 (centres undefined) the results were esBAF inh 1 and FN deposit inh -4.
Screening COc1ccc([N+](=O)[O-])cc1NC(=O)Cc1ccc(Cl)cc1 returned EWS-Fli inh -3 and Xi reactivation 0.2.
Screening CC(=O)NC(=S)Nc1ccccc1C(=O)NC1CCCCC1 returned EWS-Fli inh -2 and Xi reactivation -0.4.
COc1ccc(NC(=S)N2CCC(N(C)CC3CCCO3)CC2)cc1 (centres undefined) was read as EWS-Fli inh -10 and Xi reactivation -0.4.
`O=C(Nc1ccc(CSc2ccccc2)cc1)c1ccc(CN2CCOCC2)cc1` gave EWS-Fli inh -3 and Xi reactivation -0.1.
For COc1ccc(NC(=O)c2ccc(C)o2)c([N+](=O)[O-])c1 the results were EWS-Fli inh 1 and Xi reactivation -0.3.
`CC1=NN(C(=O)COc2ccc(C)c(C)c2)C(O)(c2ccc(Cl)cc2)C1` (centres undefined) gave EWS-Fli inh -30 and Xi reactivation -0.1.
Cc1ccc(N=C(NO)c2nonc2N)c(C)c1 was read as EWS-Fli inh 0 and Xi reactivation -0.2.
Screening COc1ccc(/C(=C/c2ccc(OC(F)F)c(OC)c2)C(=O)O)cc1OC returned EWS-Fli inh -6 and Xi reactivation 0.0.
CCOC(=O)c1ccc(-c2ccc(/C=N/NC(=O)CN(c3ccccc3Cl)S(C)(=O)=O)o2)cc1 was read as EWS-Fli inh -10 and Xi reactivation 0.1.
`Cc1ccc(O)c(NC(=S)NC(=O)CC(C)C)c1` gave EWS-Fli inh -3 and Xi reactivation 0.1.
For CC(=O)Oc1ccc(C(=O)Nc2cccc(C(=O)c3cccc(NC(=O)c4ccc(OC(C)=O)cc4)c3)c2)cc1 the results were EWS-Fli inh 7 and Xi reactivation -0.3.
O=C(NC(=S)Nc1ccccc1N1CCCC1)c1ccccc1[N+](=O)[O-] was read as EWS-Fli inh -3 and Xi reactivation 0.3.
Screening Cc1cccc(N2CCN(C(=O)COc3ccc4c(c3)CCC4)CC2)c1C returned EWS-Fli inh 7 and Xi reactivation 0.0.
Screening Cc1ccc(-c2nnn(CCOc3cccc(Br)c3)n2)cc1 returned EWS-Fli inh 13 and Xi reactivation 0.0.
`CSc1nc2sc3c(c2c2nncn12)CCC3` gave EWS-Fli inh -6 and Xi reactivation 0.1.
`CC(C)C(=O)Nc1cccc(NC(=O)c2ccc(Cl)cc2Cl)c1` gave EWS-Fli inh -38 and Xi reactivation -0.4.

Source: PubChem
